cardiac RTF act – cardiac RTF calcium sensitivity activators, primary screen, biochemical, IANBD-TnC fluorescence, EC20 calcium | Troponin I, cardiac muscle (Homo sapiens) + Troponin T, cardiac muscle (Homo sapiens) + … | IANBD-labeled TnC RTF fluorescence at EC20 calcium; 0% EC20 calcium, 100% full calcium | AID 493008, 2010 | actives 0.24% (n = 340,000) | activation, % at 7.2 µM;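 active = activation above the mean over all tested compounds plus 3 SD, cut at about 30% in these data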;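 also: rise in fluorescence read as greater calcium sensitivity of cardiac thin filaments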
CAL PDZ FP-1 – untagged CAL PDZ binding inhibitors, primary screen, biochemical, fluorescence polarization, HTS | actives 0.92% (n = 300,000) | inhibition, % at 24.9 µM | purified CAL PDZ, TMR-peptide fluorescence polarization, 1 h | Golgi-associated PDZ and coiled-coil motif-containing protein (Homo sapiens), Q9HD26 | AID 602252, 2012;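 active = mean inhibition of at least 30% with at least half of replicates also reaching 30%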;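 also: 0% = DMSO neutral control and 100% = excess unlabeled competitor peptide PRC23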
Cardiac RTF inh – cardiac RTF calcium sensitivity inhibitors, primary screen, biochemical, IANBD-TnC fluorescence, EC70 calcium; Troponin I, cardiac muscle (Homo sapiens) + Troponin T, cardiac muscle (Homo sapiens) + …; IANBD-labeled cardiac RTF, Ca2+ fluorescence; actives 0.12% (n = 340,000); inhibition, % at 7.15 µM;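 active = inhibition above the mean inhibition of all tested compounds plus 3 SD, cut at about 17% in these data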;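 also: assay run at fixed EC70 calcium of 1.6 mM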
C-LANA FP – inhibitors of KSHV C-LANA binding to DNA, primary screen, biochemical, fluorescence polarization, FAM-LBS DNA, MBP-C-LANA, single point. AID 504423, 2011. inhibition, % at 9 µM. actives 0.078% (n = 340,000). Kaposi's sarcoma herpesvirus LANA C-terminal domain (residues 932-1162) DNA binding;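 active = highest replicate inhibition at or above 60% at 9 µM, even if other replicates fall short; inactive = all replicates below 60% inhibition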;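 also: 0% = neutral control wells and 100% = 4 µM acridine orange control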
Keap1 Nrf2 FP – Keap1-Nrf2 protein-protein interaction inhibitors, primary screen, biochemical, fluorescence polarization, single point; Kelch-like ECH-associated protein 1 (Homo sapiens), Q14145; Keap1 Kelch-Nrf2 peptide fluorescence polarization, 1536-well; inhibition, % at 9.4 µM; actives 0.15% (n = 340,000); AID 504523, 2011; in the data active = inhibition above about 12%;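 also: human Keap1 Kelch domain with fluorescein labeled Nrf2 9mer peptide probe; 0% = neutral control wells and 100% = peptide positive control; higher means more block of Keap1 binding to Nrf2 peptide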
Target sequence (Q14145 whole entry, looked up, the tested form may be a part): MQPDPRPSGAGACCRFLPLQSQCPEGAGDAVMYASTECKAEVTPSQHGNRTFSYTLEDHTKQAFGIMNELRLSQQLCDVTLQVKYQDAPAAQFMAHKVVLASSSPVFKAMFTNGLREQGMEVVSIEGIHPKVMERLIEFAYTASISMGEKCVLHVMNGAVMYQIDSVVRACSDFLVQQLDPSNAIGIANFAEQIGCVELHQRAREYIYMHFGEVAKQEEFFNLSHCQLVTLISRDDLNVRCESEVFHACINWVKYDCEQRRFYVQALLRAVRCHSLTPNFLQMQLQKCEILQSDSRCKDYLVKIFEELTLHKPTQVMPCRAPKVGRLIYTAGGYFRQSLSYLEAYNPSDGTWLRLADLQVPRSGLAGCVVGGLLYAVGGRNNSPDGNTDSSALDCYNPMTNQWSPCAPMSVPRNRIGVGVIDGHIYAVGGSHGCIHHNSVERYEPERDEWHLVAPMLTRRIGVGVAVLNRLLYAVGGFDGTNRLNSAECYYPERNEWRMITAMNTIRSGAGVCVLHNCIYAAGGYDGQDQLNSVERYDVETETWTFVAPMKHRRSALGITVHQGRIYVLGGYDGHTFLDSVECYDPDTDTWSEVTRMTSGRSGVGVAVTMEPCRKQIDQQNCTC
Rtt109 Vps75 – inhibitors of C. albicans Rtt109/Vps75 HAT, primary screen, biochemical, ThioGlo CoA-SH fluorescence, plate reader. Histone acetyltransferase RTT109 (Candida albicans (strain SC5314 / ATCC MYA-2876)), …. purified Rtt109/Vps75, 4 h. inhibition, % at 34.9 µM. actives 0.16% (n = 330,000). AID 540336, 2011;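 active = inhibition of at least 50% in every replicate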
PKA-R2B activ – activators of PKA-R2B holoenzyme, primary screen, biochemical, fluorescence polarization, Cy5-IP20, human; AID 504700, 2011; PKA-R2B holoenzyme dissociation; R2B truncated from residue 108, S112A mutant; 0% DMSO only, 100% 113 µM cGMP; activation, % at 11.4 µM; actives 0.079% (n = 340,000);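 active = activation above a cutoff set at the mean over all compounds plus 3 SD, cut at about 18% in these data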;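 also: higher means more holoenzyme dissociation and a rise in polarization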
Target sequence (P31323 whole entry, looked up, other chains not shown, the tested form may be a part): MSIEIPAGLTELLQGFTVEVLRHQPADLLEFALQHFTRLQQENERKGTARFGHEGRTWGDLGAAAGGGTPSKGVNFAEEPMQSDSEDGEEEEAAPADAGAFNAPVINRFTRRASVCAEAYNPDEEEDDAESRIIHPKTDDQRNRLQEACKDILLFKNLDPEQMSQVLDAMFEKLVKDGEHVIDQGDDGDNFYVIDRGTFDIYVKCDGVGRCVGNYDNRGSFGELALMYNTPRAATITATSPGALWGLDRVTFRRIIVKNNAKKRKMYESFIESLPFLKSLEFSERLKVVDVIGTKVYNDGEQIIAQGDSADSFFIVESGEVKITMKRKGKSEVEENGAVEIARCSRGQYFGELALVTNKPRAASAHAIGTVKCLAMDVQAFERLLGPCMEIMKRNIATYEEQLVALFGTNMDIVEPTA
SR-BI DiI-HDL act – activators of SR-BI mediated DiI-HDL uptake, primary screen, ldlA[mSR-BI] CHO cells, DiI fluorescence. 3 h; 100 = double the neutral-control signal. activation, % at 12.5 µM. actives 0.096% (n = 320,000). AID 504775, 2011;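 active = mean replicate activation of at least 60% and every replicate at or above 60%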;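 also: 0% = median plate neutral-control signal and 100% = twice that signal; values of inactives mirror those of a sister screen read the other way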
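Material – SR-BI-overexpressing, LDLR-lacking CHO cells · Medium – BSA-supplemented, HEPES-buffered Ham's F12, pH 7.4 · Doses – single concentration · Times – compound with DiI-HDL co-incubation, 3 h at 37 °C · Measured by – bottom-read fluorescence, 550/595 nm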
CAL PDZ FP-2 – CAL PDZ peptide-binding inhibitors, primary screen, biochemical, fluorescence polarization, Cer-tagged CAL PDZ, HTS. purified CAL PDZ, TMR-peptide fluorescence polarization, 1 h. inhibition, % at 20 µM. actives 0.02% (n = 330,000). AID 504414, 2011;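 active = highest replicate inhibition of at least 40%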;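 also: plate controls were DMSO neutral control wells for no effect and unlabeled competitor peptide control wells for full effect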
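System: tagged CAL PDZ domain. Schedule: 1 h room-temperature incubation prior to read. Signal: fluorescence polarization (mP). Measure: percent inhibition from loss of millipolarization.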
DAGLB inh – DAGLB lipase inhibitors, primary screen, biochemical, fluorescence, HTS; Diacylglycerol lipase-beta (Homo sapiens), Q8NCG7; HEK293T DAGLB membrane lysate, EnzChek fluorogenic substrate; inhibition, % at 5.17 µM; actives 0.059% (n = 340,000); in the data active = inhibition above about 34%;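 also: 0% = enzyme with vehicle and 100% = wells lacking enzyme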
* marks the source's active call; other numbers are inactive results; / = no result given.

SMILES	cardiac RTF act	CAL PDZ FP-1	Cardiac RTF inh	C-LANA FP	Keap1 Nrf2 FP	Rtt109 Vps75	PKA-R2B activ	SR-BI DiI-HDL act	CAL PDZ FP-2	DAGLB inh
O=C(COC(=O)/C=C/c1cccc(F)c1)Nc1ccccc1-c1ccccc1	-1	-2	-1	-1.4	-5	8	3	-14	-3.2	-3
CC1CN(CCS(=O)(=O)c2cc(Cl)ccc2Cl)CC(C)O1 (stereo not given)	-3	-4	-17	-1.3	-3	-6	-4	10	-1.0	3
CC(C)CN(CC(C)C)CC(O)CN(c1ccccc1)S(=O)(=O)c1ccccc1[N+](=O)[O-] (stereo not given)	-3	0	6	-5.2	2	-7	-4	27	0.8	-4
COc1ccc(N(CC(=O)Nc2ccc(OC)c(Cl)c2)S(=O)(=O)c2c(C)noc2C)cc1	0	-7	-6	0.6	-6	-2	6	-18	-1.0	-3
O=C(Nc1ncc(Cc2ccccc2Cl)s1)C1CCCO1 (stereo not given)	-6	-3	-1	2.3	2	1	-3	-5	0.0	-2
O=C(CSC(=S)N1CCOCC1)N1N=CCC1c1ccccc1 (stereo not given)	-1	-2	-9	1.8	5	15	1	-14	0.0	-4
Cc1ccc(N2CCN(C3=NC(=O)/C(=C\c4cccs4)S3)CC2)cc1	-7	-3	9	-1.0	0	37	-13	-3	0.3	-11
Cn1c2ccccc2c(=O)c2c(=O)n(C3CCCCC3)c(-c3cccs3)nc21	7	-2	-6	0.7	6	-10	-2	-3	/	6
O=C1N/C(=N\N=C\c2cccs2)SC1Cc1cccc(Cl)c1Cl (stereo not given)	2	-3	-5	-1.0	-3	5	-7	11	0.0	-2
CC1(C)Cc2nc(N)c(=O)sc2C1	6	0	0	-0.4	0	3	1	28	-0.4	0
Cc1ccc(CN2CCC(CNS(=O)(=O)c3ccc(-c4ccc(=O)[nH]n4)s3)CC2)cc1	2	-2	-3	0.6	-2	-12	-20	5	-2.6	1
O=C(Nn1c(-c2ccc(Cl)cc2)nc2ccccc2c1=O)c1cccnc1Cl	-2	-1	10	-1.1	3	-4	-24	13	-1.7	2
CC(C)C(=O)Nc1cccc(COc2ccccc2CN(Cc2ccccc2)C(=O)OC(C)(C)C)c1	-2	-5	-10	0.3	-2	19	-5	-13	-3.7	-12
COC(=O)Cn1cnc2c(nnn2Cc2ccc(Cl)cc2)c1=O	0	/	-2	0.2	-1	-24	-17	23	-0.2	2
CC(C)C[C@H]1CNC(=O)C(=O)N1CC1CCN(CC2CCC(C(C)(C)C)CC2)CC1 (stereo not given in full)	-6	-3	-4	-0.8	1	2	-15	8	-2.2	-7
COc1ccc(C(=O)NCc2ccc3c(c2)OCO3)cc1S(=O)(=O)NCc1ccc(Cl)cc1	-5	-3	4	2.2	-4	6	3	-7	-1.8	-1
N#Cc1nc(COc2ccc(Cl)cc2)oc1N1CCN(Cc2ccccc2)CC1	6	9	-9	-1.8	1	1	-2	/	-4.4	-8
CCN1CCN(CC(=O)Nc2cc(F)ccc2C)CC1	-5	/	-1	-0.7	2	4	-1	1	-1.0	0
CCCCCCNC(=O)N1C/C=C\C(c2ccc(OC)cc2)N(Cc2ccc(F)cc2)C(=O)C1 (stereo not given)	5	-3	2	4.4	3	0	-9	21	-0.5	0
CCc1ccc(-c2nc(CS(=O)CC(=O)NCc3ccco3)c(C)o2)cc1 (stereo not given)	2	/	6	0.0	-9	11	-3	-11	0.9	2
Cc1ccc(CNc2nc(C)cs2)cc1	-4	-2	-6	1.7	-4	11	-1	/	-1.9	-2
Cc1ccc(O)c(Cn2nnc3ccccc32)c1	7	-3	-20	-0.9	-1	0	-1	1	-0.2	-3
Cc1ccc(C(=O)N(CCN(C)C)CC2CCCN(Cc3ccccc3F)C2)cc1C (stereo not given)	-3	-4	-7	-0.6	-2	4	1	14	6.5	1
Cc1cc(C)cc(NC(=O)CCNS(=O)(=O)c2ccc3c(c2)oc(=O)n3C)c1	-1	-4	-5	0.1	-2	19	4	15	-1.8	-1

Given with values ahead of the structure: entries from further up.
| cardiac RTF act | CAL PDZ FP-1 | Cardiac RTF inh | C-LANA FP | Keap1 Nrf2 FP | Rtt109 Vps75 | PKA-R2B activ | SR-BI DiI-HDL act | CAL PDZ FP-2 | DAGLB inh | compound |
| --- | --- | --- | --- | --- | --- | --- | --- | --- | --- | --- |
| -5 | / | -1 | -0.7 | 2 | 4 | -1 | 1 | -1.0 | 0 | CCN1CCN(CC(=O)Nc2cc(F)ccc2C)CC1 |
| 5 | -3 | 2 | 4.4 | 3 | 0 | -9 | 21 | -0.5 | 0 | CCCCCCNC(=O)N1C/C=C\C(c2ccc(OC)cc2)N(Cc2ccc(F)cc2)C(=O)C1 (stereo not given) |
| 2 | / | 6 | 0.0 | -9 | 11 | -3 | -11 | 0.9 | 2 | CCc1ccc(-c2nc(CS(=O)CC(=O)NCc3ccco3)c(C)o2)cc1 (stereo not given) |

Remaining list, next part.
SMILES	cardiac RTF act	CAL PDZ FP-1	Cardiac RTF inh	C-LANA FP	Keap1 Nrf2 FP	Rtt109 Vps75	PKA-R2B activ	SR-BI DiI-HDL act	CAL PDZ FP-2	DAGLB inh
O=C(CSc1nnc2ccccn12)NC(=O)NC1CCCCC1	0	-1	1	-1.0	0	0	-5	15	/	-2
O=C(NC(=S)NCc1ccccc1)c1cccnc1	-4	1	-8	0.1	-8	-1	4	5	-1.2	-2
Cc1ccccc1CSCc1ccc(C(=O)NCCCN2CCOCC2)o1	5	-2	2	0.9	4	5	-7	2	-3.0	0
O=C(O)c1ccc2c(=O)n(-c3ccccc3)c(=S)[nH]c2c1	-3	-3	4	-1.4	3	2	3	20	-0.1	-1
CC(=O)Nc1ccc(OCC(=O)N(CC(C)C)C2CCS(=O)(=O)C2)cc1 (stereo not given)	-3	2	-1	0.3	-3	5	-7	27	-1.8	-2
COC(=O)c1ccc(NC(=S)NCCCn2ccnc2)cc1	1	-1	2	-0.1	0	6	8	9	-0.1	3
CC1CCN(CCCOc2ccc(OCc3ccccc3)cc2)CC1	-3	-1	4	-1.0	2	0	-9	-4	-0.5	4
Nc1cc(Cl)nc(N/N=C/c2c(O)ccc3ccccc23)n1	-1	-5	4	0.6	0	4	6	-52	-1.4	3
Cc1nnc(SCC(=O)NCCC2=CCCCC2)[nH]c1=O	0	-2	-11	-1.2	-2	-2	-2	13	-0.4	-2
Cc1cccc(Nc2nc(C)cc(C)c2C#N)c1	1	-2	-1	1.0	2	-3	-3	-13	-1.6	-4
CC(C)C(C)(C#N)NC(=O)CSc1nc2scc(-c3ccc(F)cc3)c2c(=O)n1Cc1ccccc1 (stereo not given)	3	-5	-4	0.2	-1	1	4	-13	-0.8	2
COc1ccccc1NS(=O)(=O)c1cccc(C(=O)NCC(C)(C)N2CCOCC2)c1	1	5	-2	2.3	5	4	-5	-1	-2.4	-1
CCN(CCCNC(=O)CN(C)S(=O)(=O)c1cccc2nsnc12)c1ccccc1	-3	-2	5	1.0	-8	-3	-11	-26	0.0	3
CC(CCc1ccccc1)NC(=O)C1CCN(c2nnc(-n3cccc3)s2)CC1 (stereo not given)	2	/	-8	0.9	-1	2	-6	/	-1.5	1
COC1(C2=NCCN2)COc2ccccc2O1 (stereo not given)	0	-11	9	-1.2	-1	-5	-1	17	-0.2	-1
C=CC[C@]12C=C(OC)C(=O)C(OC)=C1O[C@@H](c1ccc3c(c1)OCO3)[C@H]2C	0	-4	-2	-0.6	-4	2	2	-46	-0.2	-2
Cc1ccc(NC(=O)COC(=O)CCC2CCCC2)c(Br)c1	5	-3	2	0.1	-5	-1	-1	14	-1.2	-14
CCOc1ccc(S(=O)(=O)Nc2ccc(C(=O)NCC3CCCO3)cc2)cc1 (stereo not given)	-3	1	-3	0.8	1	6	-3	8	-2.7	1
O=S(=O)(NCC(c1ccco1)N1CCN(c2ccccc2)CC1)c1ccc(F)cc1 (stereo not given)	-10	-1	-5	2.8	-4	16	-6	6	-2.6	-5
COc1ccc(NCc2nnc(SCC(=O)N3CCCc4ccccc43)o2)cc1	-1	-1	9	-0.5	4	2	-7	-26	-0.2	1
COc1ccc(CCN=C(N)NS(=O)(=O)c2ccc(OC)c(OC)c2)cc1OC	-2	-4	-9	-0.1	1	-5	-3	12	-2.3	0
CCOCCCNS(=O)(=O)c1ccc2c(c1)CCN2C(C)=O	-1	-4	5	0.3	1	-4	13	-3	0.0	-1
CC1=CC(C)(C)N2C(=O)C3(C(C#N)=C(N)Oc4cc(O)ccc43)c3cccc1c32 (stereo not given)	-4	-3	2	-1.1	-5	14	-3	36	-1.3	1
O=C(O)c1ccc(NC(C(=O)c2ccccc2)c2ccccc2)cc1 (stereo not given)	-3	6	-1	/	-3	0	-3	23	-0.7	-2
O=C(NCCN1CCOCC1)c1cccc(S(=O)(=O)N(Cc2ccccc2)c2ccccc2)c1	3	-6	3	1.8	0	1	4	37	-2.5	-2
CCc1nnc(NC(=O)CSc2nccn2-c2cc(C)cc(C)c2)s1	0	-3	5	0.5	-5	3	-7	22	0.2	-2
N#Cc1ccc(NC(=O)CN2C(=O)NC3(CCCC3)C2=O)cc1	0	1	2	-1.1	0	23	2	/	-2.5	-1
COc1cc(-c2nc(CN3CCN(c4ncccn4)CC3)c(C)o2)ccc1F	4	5	-5	-0.3	1	3	-1	-8	-0.4	-1
CCCCC(=O)N/C(N)=N/c1nc2ccccc2o1	3	6	-5	0.9	1	-2	-4	-1	-0.4	-7
CCc1c(C(=O)N/N=C/c2ccc(C)o2)csc1C	-2	2	3	-1.3	-4	-3	2	7	-2.4	-2
CCN(CC)CCCN1C=C2C(=O)C(C)(OC(=O)C3CCCC3)C(=O)C(c3ccccc3)=C2C=C1CCCC(=O)OC (stereo not given)	3	-1	-4	7.5	-2	-1	-21	-3	1.7	3
Cc1onc(-c2c(F)cccc2Cl)c1-c1nnc(-c2ccc(C(F)(F)F)cc2)o1	/	/	/	0.4	1	-2	/	-11	-0.8	/
O=C(NCc1ccco1)c1nc2c(nnn2Cc2cccc(Cl)c2)c(=O)[nH]1	-4	1	-5	0.3	-1	-5	6	12	-3.5	6
